UPR XBP1 act: adaptive UPR (XBP1) activation; CHO-XBP1 luciferase reporter, IRE1-XBP1 UPR activation, luminescence; percent of tunicamycin response, DMSO as zero; activation, % at 20 µM; 330,000 tested, 0.33% active;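 active = versus positive control, 20 µM dose yields 30% or more activation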;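 also: 100% = tunicamycin at 10 µg/mL and 0% = DMSO only wells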
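Material: CHO cell line with stable XBP1 luciferase reporter; buffer or medium: F12 medium containing 10% fetal bovine serum; compound: single point, 20 µM final compound, 1% DMSO; incubation: 6 h treatment, 37 °C; measured by: glow luminescence from Steady-Glo reagent; evaluation: activation, % of tunicamycin; control set: tunicamycin high, DMSO low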
CXCR6 inh: inhibitors of human CXCR6 receptor. O00574. CHO-K1 PathHunter CXCR6 beta-arrestin, luminescence. inhibition, % at 20 µM. 360,000 tested, 0.36% active; in the data active = inhibition above about 34%, passing the limit was not always enough;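 also: antagonist mode with CXCL16 agonist at 10 nM final; 0% = 10 nM CXCL16 with DMSO and 100% = unstimulated wells without agonist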
Target sequence (O00574 whole entry, looked up): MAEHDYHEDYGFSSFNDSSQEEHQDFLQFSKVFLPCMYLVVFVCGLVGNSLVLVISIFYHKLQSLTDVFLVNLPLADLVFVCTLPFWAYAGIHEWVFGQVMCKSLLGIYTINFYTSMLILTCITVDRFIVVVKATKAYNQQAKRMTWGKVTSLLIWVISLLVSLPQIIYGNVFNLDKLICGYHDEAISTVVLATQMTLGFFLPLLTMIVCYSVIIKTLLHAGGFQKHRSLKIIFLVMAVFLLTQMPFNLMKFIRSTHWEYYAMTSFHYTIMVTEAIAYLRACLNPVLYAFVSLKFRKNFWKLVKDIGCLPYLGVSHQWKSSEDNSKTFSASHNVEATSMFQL
APJ antagonist: blocks the human apelin receptor APJ. P35414. CHO-K1 APJ beta-arrestin complementation, luminescence. inhibition, % at 20 µM. 330,000 tested, 0.32% active. AID 2521;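 active = inhibition above about 40% at 20 µM, limit read from the data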;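 also: cells challenged with 10 nM apelin-13 agonist together with compound; plate controls were apelin-13 plus DMSO wells for no effect and DMSO wells lacking apelin-13 for full effect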
Target sequence (P35414 whole entry, looked up): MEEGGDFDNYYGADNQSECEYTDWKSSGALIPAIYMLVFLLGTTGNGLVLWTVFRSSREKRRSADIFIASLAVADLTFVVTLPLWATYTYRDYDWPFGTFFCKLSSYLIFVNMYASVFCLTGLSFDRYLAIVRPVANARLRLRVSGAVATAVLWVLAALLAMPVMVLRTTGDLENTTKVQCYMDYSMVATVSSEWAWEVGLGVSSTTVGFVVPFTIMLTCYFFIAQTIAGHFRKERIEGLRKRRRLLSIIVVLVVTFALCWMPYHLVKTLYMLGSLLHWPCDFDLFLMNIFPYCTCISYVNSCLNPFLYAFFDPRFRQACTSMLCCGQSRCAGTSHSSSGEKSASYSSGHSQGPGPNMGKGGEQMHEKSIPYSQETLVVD
UPR CHOP act: activators of apoptotic arm of unfolded protein response (CHOP); CHO-CHOP luciferase reporter, UPR activation, luminescence; percent of tunicamycin response over DMSO baseline; activation, % at 10 µM; 330,000 tested, 0.34% active;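 active = at 10 µM dose, activation of 40% or more, normalized to positive control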;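 also: 100% = tunicamycin at 10 µg/mL and 0% = DMSO alone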
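System: CHO CHOP reporter cells. Amount: 500 cells per well. Buffer or medium: F12 medium, 10% FBS. Compound dosing: one dose, 10 µM in 0.5% DMSO. Incubation: 6 h compound exposure at 37 °C after overnight seeding. Technique: Steady-Glo luciferase luminescence. Benchmarks: tunicamycin and DMSO controls.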
Mdm2 MdmX PPI: human Mdm2/MdmX binding inhibition. O15151+Q00987. SaOS-2 split-luciferase Mdm2/MdmX complementation, luminescence. 330,000 tested, 3% active. inhibition, % at 8 µM;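 active = inhibition of at least 50% at 8 µM in the primary screen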
CCR6 antagonist: antagonists of human CCR6 receptor; 340,000 tested, 0.49% active; AID 493098; P51684; inhibition, % at 20 µM; CHO-K1 CCR6 PathHunter beta-arrestin, luminescence, CCL20-stimulated;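 active = compounds whose inhibition of the agonist-driven luminescence signal at 20 µM reaches about 50%, limit read from the data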;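 also: cells stimulated with CCL20 at 14 nM final; plate controls were DMSO with CCL20 for no effect and DMSO without agonist for full effect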
Target sequence (P51684 whole entry, looked up): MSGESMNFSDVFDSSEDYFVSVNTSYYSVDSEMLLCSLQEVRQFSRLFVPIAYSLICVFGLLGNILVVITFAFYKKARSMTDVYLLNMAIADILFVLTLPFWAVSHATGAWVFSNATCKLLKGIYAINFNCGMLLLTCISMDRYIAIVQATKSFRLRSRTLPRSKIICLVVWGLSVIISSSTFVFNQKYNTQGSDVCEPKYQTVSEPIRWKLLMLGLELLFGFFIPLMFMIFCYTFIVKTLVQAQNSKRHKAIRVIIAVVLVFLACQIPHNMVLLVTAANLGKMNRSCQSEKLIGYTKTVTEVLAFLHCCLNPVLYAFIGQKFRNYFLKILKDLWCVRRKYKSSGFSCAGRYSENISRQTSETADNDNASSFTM
tim23-1 inh: tim23-1 yeast growth inhibition. S. cerevisiae tim23-1 growth, BacTiter-Glo luminescence, 24 h. 330,000 tested, 1.3% active. inhibition, % at 20 µM;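 active = growth inhibition of the mutant yeast at or above 50%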;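 also: temperature-sensitive mutant grown at 25 °C; plate controls were DMSO-treated mutant yeast for no effect and medium wells lacking yeast for full effect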
EBI2 antag: antagonists of human EBI2 receptor | inhibition, % at 5 µM | 360,000 tested, 0.81% active | EBI2 beta-arrestin recruitment, luminescence, 7a,25-OHC stimulated | AID 651636; in the data active = inhibition above about 38%;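 also: enzyme fragment complementation signal reports receptor beta-arrestin coupling in cells; 0% = agonist plus DMSO wells and 100% = wells without agonist; some results beyond the cut were filed as inactive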
APJ agonist: agonists of human APJ apelin receptor | CHO-K1 APJ PathHunter beta-arrestin, luminescence; 0% DMSO wells, 100% apelin | activation, % at 20 µM | 330,000 tested, 0.11% active;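 active = activation more than six SD over the plate average, tested at 20 µM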;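 also: 0% = DMSO alone and 100% = apelin-13 at 10 nM; some results filed as inactive read as strong as hits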
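Test system: CHO-K1 APJ beta-arrestin complementation cell line | Compound: Single test compound dose, 20 µM final, 1% DMSO | Incubation: Compound 90 min 25 °C, reagent 1 h | Measured by: beta-gal luminescence | Read-out basis: APJ–arrestin association signal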
* marks the source's active call; other numbers are inactive results; · = no result given.

Every second line gives: UPR XBP1 act	CXCR6 inh	APJ antagonist	UPR CHOP act	Mdm2 MdmX PPI	CCR6 antagonist	tim23-1 inh	EBI2 antag	APJ agonist
- O=C(CN1CCCc2ccccc21)NCCc1ccc(F)cc1
→ -1.1	1.6	5.7	-0.2	7.3	-0.2	5.3	5.7	-3.2
- COc1ccc(C(=O)c2ccc(N3CCN(C(=O)c4ccc(F)cc4)CC3)c(F)c2)cc1Br
→ 0.5	0.1	19.1	-1.3	19.8	15.3	11.5	65.2*	0.3
- Cc1cc(C)cc(NC(=O)C2(c3cccs3)CCOCC2)c1
→ -1.0	-8.9	-10.6	0.9	-15.8	8.6	18.4	-6.1	-2.2
- CN(CC(=O)Nc1ccc(F)cc1)C(=O)COC(=O)C1=COCCO1
→ -0.6	-4.6	-1.8	-0.8	-7.0	9.1	12.0	4.6	1.2
- Cc1ccc(-c2nc(S(=O)(=O)c3ccc(F)cc3)c(SCC(=O)NCC3CCCO3)o2)cc1 (stereo not given)
→ 0.3	-1.6	9.9	-0.5	13.6	-12.8	-5.1	0.4	-11.6
- O=C(O)CN1C(=O)/C(=C/c2ccc(N3CCCCC3)o2)SC1=S
→ -3.1	9.3	-4.6	-2.5	9.9	18.5	13.4	0.7	1.5
- O=C(CNC(=O)c1ccccc1Br)N/N=C/c1cc(Br)ccc1O
→ -1.5	-7.5	3.4	-2.5	36.4	11.4	-4.4	0.4	-6.6
- CC(C(=O)Nc1cccc(C#N)c1)N(C)CCOc1ccccc1 (stereo not given)
→ 1.3	-9.8	7.8	1.5	-2.8	13.6	12.4	-3.6	2.0
- Cc1ccc2[nH]c(=S)cc(C)c2c1
→ 0.9	-3.7	-1.6	-0.6	5.5	13.5	-2.9	-4.2	3.9
- O=C(c1ccc[nH]c1=S)N1CCN(S(=O)(=O)c2ccc(Br)cc2Cl)CC1
→ -5.1	-4.3	-8.0	-0.2	2.6	5.5	0.2	4.3	-0.7
- COc1ccc(C(C)NC(=O)c2ccccc2)cc1 (stereo not given)
→ -1.8	-1.7	3.9	-1.0	7.4	-8.3	-4.2	-0.6	-2.3
- Cc1ccsc1/C=C1\CCC(C2CCCC2)C1=O (stereo not given)
→ 3.2	-5.2	8.3	4.0	-106.2	16.0	-1.7	18.4	1.7
- Cn1cnc([N+](=O)[O-])c1S(=O)(=O)c1cccc(Cl)c1
→ -7.7	49.3*	36.2	-11.4	68.3*	59.4*	29.1	20.6	-2.9
- COC(=O)[C@@H]1CCCN1C(=O)c1cc(COc2cccc3cccnc23)on1
→ -1.1	0.5	14.6	-0.1	16.1	-3.9	9.8	-6.2	-2.8
- COC(=O)c1cc(-c2c[nH]c3ccccc23)n[nH]1
→ 1.5	-0.8	7.1	2.2	27.0	-1.2	9.2	-17.2	-1.7
- CCOC(=O)c1c(/N=C/C2C(=O)CCCC2=O)sc(C)c1C
→ -1.8	-6.8	14.1	0.8	-16.8	10.4	24.8	-13.4	1.1
- COc1cc(S(=O)(=O)NC2CCCCC2)ccc1Cl
→ -2.1	-11.5	-15.4	-0.6	10.1	15.4	21.4	-3.0	3.8
- CCc1c(C#N)c(SCCC(=O)Nc2ccc(F)cc2)nc2c1C(=O)CC(C)(C)C2
→ -3.3	-6.0	-1.5	0.4	55.5*	26.3	27.8	17.0	-2.5
- Cc1ccc(Nc2c(-c3ccc(N4CCOCC4)cc3)nc3ncccn23)cc1C
→ -1.4	5.5	-9.4	0.5	25.1	10.7	15.9	11.4	-2.3
- O=C(NCc1cccnc1)/C(=C/c1ccco1)NC(=O)c1ccccc1
→ -2.8	1.3	14.4	2.1	7.5	12.2	-1.2	-4.5	1.2
- CC1CCCN(CC(O)COc2ccc(S(=O)(=O)N3CCCC3)cc2[N+](=O)[O-])C1 (stereo not given)
→ -1.0	9.2	2.4	0.7	-26.7	5.4	-8.5	-6.2	-2.9
- COc1ccc(OC)c(N/C(=N/c2nc(C)cc(C)n2)NC(C)=O)c1
→ 1.0	-4.0	19.3	1.1	-3.5	-1.0	17.8	13.2	-0.8
- COc1ccccc1NC(=O)CN1CCN(CC(=O)Nc2ccccc2Cl)CC1
→ -5.0	1.2	-8.6	1.0	17.8	1.0	-22.4	-5.7	-0.7
- C=C1CCN([C@@H](CC(C)C)C(=O)NCc2cc(OC)c(OC)c(OC)c2)S(=O)(=O)c2ccccc21
→ -2.4	5.7	-55.0	0.6	19.2	2.8	29.8	9.0	1.7
- CCOCCOC(=O)c1ccc(NC(=O)c2cc(OC)c(OC)c(OC)c2Br)cc1
→ -2.0	-3.0	-26.2	1.7	34.5	21.2	22.9	10.9	0.5
- COc1ccc(C(=O)N2CCN(C(=O)C3COc4ccccc4O3)CC2)cc1 (stereo not given)
→ -1.6	-6.7	6.6	1.3	-0.1	5.3	7.7	12.3	-5.0
- Cc1nc2c(sc3nc(N4CCOCC4)c4c(c32)CC(C)(C)OC4)c(-c2ccccc2)c1C(=O)O
→ 4.3	-3.9	-2.9	2.0	9.5	8.0	-2.7	13.9	-3.0
- CC1Sc2ccc(S(=O)(=O)CCC(=O)NC(C)c3ccccc3)cc2NC1=O (stereo not given)
→ -4.9	-3.7	14.1	1.4	22.3	3.6	8.7	-0.8	-4.9
- CC(C)(C)N1C(=O)[C@H]2[C@@H](c3ccc(Br)cc3)N3C(=O)N(c4cccc(F)c4)C(=O)[C@@]3(Cc3ccccc3)[C@H]2C1=O
→ 3.4	7.3	10.5	1.0	31.0	0.8	25.2	4.4	-2.3
- N#Cc1nc(-c2ccc(F)cc2)oc1NCc1cccc2c1OCO2
→ 0.7	2.7	-7.9	0.2	-5.7	18.9	22.0	-5.4	-2.3
- COc1ccc(OC)c(N(CC(=O)Nc2ccc(NC(C)=O)cc2)S(C)(=O)=O)c1
→ 1.9	8.3	7.5	-1.9	19.4	-7.0	-6.2	-15.9	0.3
- COc1ccc(C(=O)NCc2cn3c(C)csc3n2)cc1OC
→ -1.1	10.9	6.7	-2.5	17.5	1.1	5.0	2.9	-2.5
- CC1CC(=O)Nc2ccccc2N1S(=O)(=O)c1ccc(C(F)(F)F)cc1 (stereo not given)
→ -2.7	-4.2	-15.2	1.6	26.8	5.9	1.4	-4.9	5.8
- Cc1nc2sc(C(c3ccco3)N3CCN(c4ccccc4)CC3)c(O)n2n1 (stereo not given)
→ -5.1	6.3	9.6	-0.8	1.8	10.2	-2.7	-9.2	-3.2
- COCCCNC(=O)Cc1ccc(-n2c(C)nc3cccnc32)cc1
→ -2.7	2.9	-2.6	0.2	-11.3	5.1	14.2	2.2	-1.6
- COc1ccc2c(c1)CCCC21NC(=O)N(CC(N)=O)C1=O (stereo not given)
→ -2.2	-1.9	-37.5	0.2	11.2	4.6	20.0	-17.5	2.4
- CCn1c(SCC(=O)Nc2ccccc2C(=O)OC)nnc1-c1ccoc1C
→ -1.8	4.9	5.4	-0.4	4.8	12.3	0.3	1.1	-2.3
- Clc1ccc(-c2cn3ccccc3n2)cc1
→ -3.9	-0.3	-29.7	0.4	-82.3	-8.5	9.7	-4.5	2.5
- Cc1ccc(NC(=O)CS(=O)(=O)c2cn(C)c3ccccc23)c(C)c1
→ 1.5	6.1	-5.8	0.6	17.6	7.5	9.8	-1.7	-2.2
- COc1ccc(NC(=O)c2ccc(C)o2)c([N+](=O)[O-])c1
→ 3.2	-2.1	-2.6	4.9	-47.8	-4.6	10.6	-9.9	4.4
- CC1CCCN(C(=O)COC(=O)Cc2ccc(Cl)cc2)C1 (stereo not given)
→ -0.4	-2.9	12.9	0.9	-17.6	5.8	12.2	2.3	-5.8
- O=S(=O)(c1ccc(Cl)c(NC(=S)N/N=C/c2ccc(O)cc2)c1)N1CCOCC1
→ 4.4	12.4	7.6	4.1	0.9	-7.0	11.4	4.4	-0.1
- Cc1cccc(OCC(=O)Nc2nnc(S(=O)(=O)N3CCCCC3)s2)c1
→ 1.1	-0.8	0.1	0.3	2.5	11.1	7.9	-4.6	3.7
- CC(=O)c1ccc(NC(=O)CN2CCN(c3ccccc3)CC2)cc1
→ -1.2	-16.2	0.0	1.7	2.4	2.2	11.1	-6.8	-2.9
- CC(C)(C)n1nc2c(c1NC(=O)c1ccc(S(=O)(=O)N3CCCC3)cc1)CS(=O)C2 (stereo not given)
→ -1.4	-1.6	0.7	1.2	0.3	6.9	7.6	-9.1	0.2
- CCOCCOC(=O)COc1ccc(N2C(=O)c3ccccc3C2=O)cc1
→ -0.1	·	-18.7	0.2	18.6	·	-3.6	·	2.6
- O=C(Nc1ccccc1)Nc1scc2c1c(=O)oc1ccccc12
→ 4.0	·	8.3	5.4	13.8	-1.9	-5.8	·	3.3
- COc1ccccc1CCNC(=O)C(=O)Nc1cc2c3c(c1)CC(=O)N3CCC2
→ -1.4	3.7	-44.4	0.8	24.7	2.0	8.3	7.1	3.6
- COc1cc(NC(=O)c2ccccc2C)c(OC)cc1NC(=O)CN1CCOCC1
→ 0.7	-11.7	-29.7	-0.9	36.4	2.8	14.8	-2.8	0.1
- COc1ccc(-n2nnc3c(SCC(=O)NCC4CCCO4)ncnc32)cc1 (stereo not given)
→ -3.5	-9.1	14.1	-1.4	19.4	23.3	19.6	-11.0	-1.5

Carrying on:
Every second line gives: UPR XBP1 act	CXCR6 inh	APJ antagonist	UPR CHOP act	Mdm2 MdmX PPI	CCR6 antagonist	tim23-1 inh	EBI2 antag	APJ agonist
- CC1(C)CC(=O)C(C=Nc2cccnc2)=C(O)C1
→ -2.0	-9.1	-4.5	22.3	9.5	0.9	4.3	3.7	-1.7
- O=Cc1cn(-c2ccccc2)nc1-c1cc2cc(O)ccc2oc1=O
→ -3.0	-12.7	-36.3	-0.6	16.4	-1.7	-19.4	-8.0	5.9
- O=C(COC(=O)COc1ccc(Cl)cc1)Nc1ccc(F)c([N+](=O)[O-])c1
→ -2.9	-10.5	10.0	0.9	11.2	5.3	14.7	-5.1	0.5
- CC(NC(=O)Cn1cccc1)c1ccccc1 (stereo not given)
→ -4.6	-4.4	10.4	-2.4	2.0	-6.2	9.2	-1.3	-2.8
- O=C(COc1ccccc1-c1ccccc1)c1ccccc1
→ 0.7	1.4	3.0	2.4	-10.6	5.4	12.4	-3.1	-2.8
- NC(=O)C(c1ccccn1)c1ncc(C(F)(F)F)cc1Cl (stereo not given)
→ -3.2	-1.5	-2.8	0.9	-26.6	1.5	2.2	-4.3	-0.9
- COc1ccc(NC(=S)NC(=O)/C=C/c2ccco2)c(OC)c1
→ -4.1	-1.6	-11.7	2.8	29.5	13.4	11.1	-11.7	-0.1
- CC(=O)N1c2ccc(N=Cc3cc(Br)cc(Br)c3O)cc2CC1C (stereo not given)
→ -3.5	·	-2.1	-0.4	27.5	·	83.7*	·	-4.3
- CCOC(=O)N1CCN(Cc2nnc(-c3ccccc3Cl)o2)CC1
→ -4.2	-1.2	-4.0	0.1	-17.0	4.7	17.7	10.9	-4.6

Screens (PubChem)

This is a subset (hit frequency here may not be typical).
